# TRb SRC2 PPI – inhibitors of human thyroid hormone receptor beta-SRC2 interaction; 280,000 compounds, 0.065% hits; Potency, µM (doses to about 106 µM), inactives show at the top dose activity change, negative = inhibition, most hits filed as inhibitors; AID 1469; TRbeta-SRC2 peptide binding, fluorescence polarization; receptor liganded with 1 µM T3;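 note: plate controls were bound peptide for no effect and peptide without receptor for full effect; nearly all actives have a fitted effect of over 50% in size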
# Target sequence (P10828 whole entry, looked up): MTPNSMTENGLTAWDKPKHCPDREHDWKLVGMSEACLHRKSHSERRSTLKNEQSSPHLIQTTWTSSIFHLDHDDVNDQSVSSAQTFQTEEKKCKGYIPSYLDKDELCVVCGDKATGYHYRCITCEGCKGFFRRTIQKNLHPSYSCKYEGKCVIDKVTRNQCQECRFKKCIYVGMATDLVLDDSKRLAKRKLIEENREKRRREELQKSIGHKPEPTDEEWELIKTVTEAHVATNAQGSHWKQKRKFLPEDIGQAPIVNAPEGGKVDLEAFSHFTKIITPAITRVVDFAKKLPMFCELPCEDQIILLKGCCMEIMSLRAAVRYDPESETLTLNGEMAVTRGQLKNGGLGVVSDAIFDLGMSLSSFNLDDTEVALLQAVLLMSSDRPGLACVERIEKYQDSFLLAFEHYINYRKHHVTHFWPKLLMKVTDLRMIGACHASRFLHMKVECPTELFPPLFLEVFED
#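 Each compound concentration gave % activity, normalized to unbound and bound Texas Red SRC2 controls, from polarization read after 5 hr ambient incubation with T3-loaded human TRb LBD.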
# L3MBTL1 inh – blocks human L3MBTL1. AlphaScreen L3MBTL1–H3K9me1 peptide binding. Q9Y468. Potency, µM (titrated, usually from 57.1 µM), for inactives: top-dose activity, negative = inhibition, most hits filed as inhibitors. 230,000 compounds, 0.66% hits; note: % is set by controls: 0 for no effect and ±100 for the full control effect; nearly all actives have a fitted effect of over 60% in size
#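 Read-out is AlphaScreen signal from streptavidin donor and nickel chelate acceptor beads (10 ug/mL final each) bridging L3MBTL1 (50 nM) and biotinylated K9-monomethylated H3(1-15) peptide (75 nM), after 30 min compound exposure at room temperature.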
# Tau ThT inhib – tau fibrillization inhibition (ThT binding) | P10636 | recombinant tau K18 P301L, heparin-induced fibrillization, ThT fluorescence | Potency, µM (highest dose often 57.4 µM), for the others: top-dose activity, negative = inhibition, most hits filed as inhibitors | 270,000 compounds, 2.1% hits | AID 1460; note: % is set by controls: 0 for no effect and ±100 for the full control effect; nearly all actives have a fitted effect of over 55% in size
#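 Heparin-induced fibrillization of the P301L-mutant K18 repeat-domain fragment of human tau was followed by ThT binding in quantitative high-throughput format.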
# RECQ1 helicase – inhibitors of human RECQ1 DNA helicase; P46063; RECQ1 DNA unwinding, red fluorescence kinetic read; Potency, µM (series often up to 57.3 µM), without a hit: at the top dose activity, negative = inhibition, most hits filed as inhibitors; 240,000 compounds, 0.54% hits;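 note: plate controls were vehicle for no effect and no enzyme for full effect; nearly all actives have a fitted effect of over 30% in size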
# Target sequence (P46063 whole entry, looked up): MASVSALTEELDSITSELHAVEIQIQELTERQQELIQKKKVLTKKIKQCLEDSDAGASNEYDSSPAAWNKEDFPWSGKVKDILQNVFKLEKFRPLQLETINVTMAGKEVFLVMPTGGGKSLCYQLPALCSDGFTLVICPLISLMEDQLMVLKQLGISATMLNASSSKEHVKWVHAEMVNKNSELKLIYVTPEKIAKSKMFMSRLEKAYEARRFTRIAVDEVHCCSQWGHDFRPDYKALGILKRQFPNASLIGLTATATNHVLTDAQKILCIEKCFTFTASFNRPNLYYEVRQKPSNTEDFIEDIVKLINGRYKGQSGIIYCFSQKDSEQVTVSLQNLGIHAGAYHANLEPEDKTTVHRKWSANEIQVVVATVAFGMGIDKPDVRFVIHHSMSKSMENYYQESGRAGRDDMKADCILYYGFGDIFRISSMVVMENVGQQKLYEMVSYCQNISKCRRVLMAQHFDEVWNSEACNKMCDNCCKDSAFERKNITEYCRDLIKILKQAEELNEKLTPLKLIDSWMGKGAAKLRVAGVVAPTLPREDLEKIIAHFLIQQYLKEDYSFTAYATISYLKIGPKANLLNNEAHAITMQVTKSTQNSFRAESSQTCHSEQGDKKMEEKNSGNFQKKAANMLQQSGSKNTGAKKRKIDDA
#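 50 nM RECQ1T1 preincubated 15 min with compound in Tris pH 8.0 buffer with MgCl2, DTT, Tween-20 and 2.5 ug/ml poly(dI-dC); started with 200 nM TAMRA/BHQ-2 forked duplex and 2 mM ATP. Unwinding read as fluorescence (525/598 nm), two reads 2 h apart.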
# TR SRC2 fluor cs – alters Texas Red total fluorescence, flagging assay interference; AID 1479; 280,000 compounds, 0.29% hits; TRb/SRC2 Texas Red total fluorescence interference; Potency, µM (series often up to 106 µM), for inactives: at the highest dose fluorescence change, negative = quenching; active = well fitted curve in either direction with a large enough effect; inconclusive = small, poorly fitted or top-dose-only effect; note: % is set by controls: 0 for no effect and ±100 for the full control effect
#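 Human TRb ligand-binding domain at 0.6 uM with 20 nM Texas Red SRC2 peptide in Tris buffer containing 1 uM T3 and 5% DMSO, incubated with compound 5 h at ambient temperature. Total fluorescence (555/632 nm) calculated as parallel + 2 × perpendicular.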
# Tau FP inhib – tau fibrillization inhibition (FP); P10636; K18 P301L tau heparin fibrillization, Alexa594 FP, 6 h; Potency, µM (top dose mostly 57.7 µM), for inactives: at the top dose activity, negative = inhibition, actives largely listed as inhibitors; 280,000 compounds, 0.39% hits; AID 1468; note: % is set by controls: 0 for no effect and ±100 for the full control effect; nearly all actives have a fitted effect of over 55% in size
#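 Recombinant K18 P301L […], labeled with Alexa 594 at 0.24 uM over 15 uM unlabeled; heparin inducer 20 uM final; 37 C, 6 hr; FP endpoint.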
# Tau fluor counter – counter-screen for tau fibril formation inhibitors. 280,000 compounds, 0.93% hits. tau K18 P301L Alexa594 fluorescence, heparin fibrillization. Potency, µM (series often up to 57.7 µM), inactives show at the highest dose activity change, negative = decrease; note: % is set by controls: 0 for no effect and ±100 for the full control effect; nearly all actives have a fitted effect of over 55% in size
#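 Human tau K18 P301L (15 uM unlabeled, 0.24 uM Alexa 594-labeled) in 100 mM sodium acetate pH 7 with 20 uM heparin, 6 hr at 37 C. ThT 30 uM added, 1 hr ambient; Alexa 594 FP and total fluorescence read at 555/632 nm.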
# HTT ATP protect – protects HTT-Q103 PC12 cells, measured by ATP. PC12 HTT-Q103 induced, cytoprotection, ATP luminescence, 40 h. Potency, µM (highest dose often 56.4 µM), for the others: cytoprotection (ATP increase), usual class: activators. 230,000 compounds, 0.14% hits;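 note: % of control where 0% means no effect; nearly all actives have a fitted effect of over 45% in size; toxic huntingtin expression switched on by the ecdysone agonist tebufenozide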
#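 Compounds were screened for protection of PC12 cells against cell death after tebufenozide induction (100 nM final) of mutant Huntingtin exon 1 (Q103) fused to GFP.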
# Numbers without * were called inactive; i = inactive; ? = inconclusive; . = no result given; & = joins results of further samples; [ ] = another dose, or the depositor's remark. Unless noted, calls come from the whole dose curve; as a rule, active = well fitted curve in the direction sought with a large enough effect; inconclusive = small, poorly fitted or top-dose-only effect, or another doubt; inactive = no such curve, though single readings can be large; an effect the other way counts as inactive or inconclusive. Potency is the fitted concentration of half-maximal effect. Some of the compounds tested. The share of hits here may be higher or lower than overall.
SMILES,TRb SRC2 PPI,L3MBTL1 inh,Tau ThT inhib,RECQ1 helicase,TR SRC2 fluor cs,Tau FP inhib,Tau fluor counter,HTT ATP protect
O=C(CN1C(=O)NC(Cc2c[nH]c3ccccc23)C1=O)Nc1cccc(S(=O)(=O)N2CCCC2)c1 (stereo unspecified),2%,-15%[2.29 µM],?,17%,-2%,-4%,-3%,12%
COc1ccc(CN2C(=O)N(c3ccc(OC)cc3)C(=O)C2CC(=O)Nc2ccccc2)cc1 (stereo unspecified),1%,.,4%,i,0%,-5%,-6%,-47%[inhibitor]
CCOCCCNC(=O)c1cc2c(-c3ccc(Cl)cc3)nn(C)c2s1,3%,.,?,-8%,0%,-5%,?,-25%
Cc1ccc(S(=O)(=O)N2CCN(C(=O)CSc3nnc(C)c(=O)[nH]3)CC2)cc1,-6%,-12%,1%,i,2%,0%,3%,-7%
COC(=O)CC1C(C)(C)C(OC(C)=O)C2CC3C4CC(=O)OC(c5ccoc5)[C@]4(C)CCC3[C@@]1(C)C2=O (stereo partly specified),-5%,.,-13%,-3%,0%,0%,-11%,?
CC(CN1CCCC(C(N)=O)C1)c1ccccc1 (stereo unspecified),-12%,.,-3%,0%,-1%,-5%,1%,2%
NC(=NCCc1ccccc1)NS(=O)(=O)c1ccc2ccccc2c1,-6%,-5%,-11%,-12%,-1%,-3%,-15%,20%[10 µM]
Cc1ccc2cc3c(nc2c1)N(c1ccccc1)CC3,-8%,26%,-1%,i,-2%,-5%,-16%,15%[10 µM]
O=C(CN1CCN(S(=O)(=O)c2ccccc2)CC1)Nc1ccc2c(c1)OCO2,-10%,.,-10%,-1%,-1%,-3%,-12%,-1%
O=C(Nc1ccccc1)c1ccccc1OCC(O)CN1C(=O)c2ccccc2S1(=O)=O (stereo unspecified),2%,1%,0%,-9%,-4%,0%,-20%,-2%
O=C(COC(=O)c1ccc2c(c1)OCO2)NCc1ccc(Cl)cc1,8%,1%,-6%,0%,0%,4%,-5%,-15%[10 µM]
Cc1ccccc1NS(=O)(=O)c1cc(C(=O)NCCC2=CCCCC2)ccc1C,-12%,-1%,-10%,-6%,-2%,9%,-21%,-19%
CC(C)N(C(=O)Cn1c(Cl)nc2ccccc21)C(C)C,7%,7%,-2%,-9%,-2%,-7%,-1%,37%[10 µM]
O=C(CCCN1C(=O)/C(=C/c2ccccc2Cl)SC1=S)NNC(=O)c1ccccc1,0%,-10%,-11%,-8%,0%,0%,-22%,9%[10 µM]
Oc1ccccc1/C=N/NC(=S)NC1CC2C=CC1C2 (stereo unspecified),1%,?,-1%,-5%,-1%,5%,?,-11%[10 µM]
CC(C)c1ccc(-c2cc(C(=O)NN3CCN(C)CC3)c3ccccc3n2)cc1,8%,-8%,15%,7%,-2%,-3%,4%,.
COC(=O)c1c(-c2ccc(F)cc2)csc1NC(=O)c1ccco1,2%,-5%,-7%,1%,-5%,-21%,-18%,-35%
CC(=O)c1c(C)[nH]c(C(=O)N2CCc3ccccc32)c1C,8%,.,4%,-9%,2%,2%,0%,23%
Cc1onc(C(=O)Nc2c(C)n(C)n(-c3ccccc3)c2=O)c1[N+](=O)[O-],?,.,.,i,?,-12%,?,-1%[10 µM]
CCOc1nc2ccccc2cc1C=O,-4%,3%,-12%,-3%,1%,1%,-5%,-16%[10 µM]
Cc1cc(S(=O)(=O)Nc2ccc(-c3ccc(N4CCCCCC4)nn3)cc2)c(C)cc1Cl,-2%,.,-12%,.,-3%,-8%,-17%,.
Cc1ccc(-n2c([O-])nc(-[n+]3ccccc3)c2C=O)cc1,9%,-7%,-13%,3%,0%,-3%,-4%,-1%
Nc1ccc(-c2nc3ncccc3o2)c(Cl)c1,2%,8%,?,12%,1%,5%,-14%,-116%[inhibitor]
Cc1cccc(CNc2ncnc3ccc(-c4cccnc4)cc23)c1,3%,4%&0%,-1%,i,-29%,-15%,?,-46%[inhibitor]
CCN1CCN(c2oc(/C=C/c3cc(OC)c(OC)c(OC)c3)nc2C#N)CC1,5%,.,-14%,.,-1%,1%,-13%,.
CCOc1ccc(NC(=O)Nc2cc3c(cc2N2CCCCC2)n(C)c(=O)n3C)cc1,-4%,.,?,.,-3%,7%,-28%,.
COc1ccc(C2=NOC(C(=O)NCc3ccco3)C2)cc1OC (stereo unspecified),8%,-6%,-4%,-15%,-2%,6%,3%,-72%[inhibitor]
CCCCN(C(=O)CSc1nnc(-c2ccccc2)n1C)c1c(N)n(Cc2ccccc2)c(=O)[nH]c1=O,1%,7%,-6%,0%,1%,?,-9%,18%[10 µM]
COCC(=O)Oc1c(Sc2ccccc2[N+](=O)[O-])c(C)nn1C(C)(C)C,6%,-21%,-15%,-7%,-2%,-2%,-12%,-2%
COc1ccc(O)c(-c2[nH]ncc2C(=O)c2ccccc2)c1,-4%,-6%,-11%,0%,0%,7%,-9%,13%[0.074 µM]
Cn1c(SCC(=O)NC(=O)Nc2ccccc2)nnc1-c1ccncc1,-4%,-2%,10%,2%,-2%,-2%,7%,-9%[10 µM]
NCCNc1ccc([N+](=O)[O-])cc1,-1%,-1%,-8%,-3%,0%,-8%,-10%,-15%[10 µM]
O=c1cc(-c2ccc([N+](=O)[O-])cc2)c2cc3c(cc2[nH]1)OCCO3,7%,0%,-3%,-1%,-1%,4%,-10%,.
COc1ccc(CCN(Cc2ccccn2)C(=S)Nc2cccc(C)c2)cc1OC,-4%,-6%,-12%,-9%,4%,-5%,-14%,16%[10 µM]
c1ccc(OCCOc2ncnc3sccc23)cc1,-5%,-4%,-11%,-1%,-1%,7%,-6%,-5%
CC(C)(C)c1ccc(SCCc2ccccn2)cc1,3%,30%,-13%,-9%,0%,-2%,-14%,11%[10 µM]
Cc1cc(NC(=O)CSc2nc3ccsc3c(=O)n2CCCCC(=O)O)no1,4%,-1%,9%,-13%,1%,0%,5%,0%[0.074 µM]
O=C(Cn1cc(C(=O)c2cccs2)c2ccccc21)NCc1ccc2c(c1)OCO2,1%,.,-15%,-19%,-3%,-15%,?,-10%
Cc1ccc(SCCNC(=S)Nc2ccccc2)cc1,-7%,.,2%,i,0%,-5%,?,-7%
O=C(CNS(=O)(=O)c1ccccc1)OCC(=O)c1cccc([N+](=O)[O-])c1,-2%,5%,-2%,-1%,-5%,4%,1%,-10%[10 µM]
O=C(C[n+]1ccccc1)N/N=C/c1ccc(F)cc1,7%,-7%,-2%,5%,-1%,4%,3%,-45%
N/C(=N\OCc1ccc([N+](=O)[O-])cc1)c1ccccn1,3%,.,-18%,-10%,-2%,0%,-9%,-78%[inhibitor][10 µM]
COc1cc(OC)c(N(C)C(=O)c2c(C)oc3ncnc(N4CCCCC4)c23)cc1Cl,-1%,.,-6%,.,-17%,-13%,-11%,.
CC(=O)Nc1c(C)nn(-c2ccccc2)c1N1CCC(C(=O)Nc2cccc(C(F)(F)F)c2)CC1,-6%,.,-3%,.,1%,-1%,-23%,.
CCc1cccc(NC(=O)Cn2nc(-c3cc(C)ccc3C)ccc2=O)c1,-3%,.,?,.,-1%,-7%,?,.

# One compound at a time, from the list above. Order of values: TRb SRC2 PPI | L3MBTL1 inh | Tau ThT inhib | RECQ1 helicase | TR SRC2 fluor cs | Tau FP inhib | Tau fluor counter | HTT ATP protect
# COc1cc(OC)c(N(C)C(=O)c2c(C)oc3ncnc(N4CCCCC4)c23)cc1Cl in the list: -1% | . | -6% | . | -17% | -13% | -11% | .
# Cc1ccccc1NS(=O)(=O)c1cc(C(=O)NCCC2=CCCCC2)ccc1C in the list: -12% | -1% | -10% | -6% | -2% | 9% | -21% | -19%
# Cn1c(SCC(=O)NC(=O)Nc2ccccc2)nnc1-c1ccncc1 in the list: -4% | -2% | 10% | 2% | -2% | -2% | 7% | -9%[10 µM]

# Later entries
SMILES,TRb SRC2 PPI,L3MBTL1 inh,Tau ThT inhib,RECQ1 helicase,TR SRC2 fluor cs,Tau FP inhib,Tau fluor counter,HTT ATP protect
CCCCN(CCCNC(=O)CN1N=C(c2ccc(C)cc2)CCC1=O)c1ccccc1,-5%,.,?,.,-2%,-6%,?,.
CNC(=O)[C@@]1(C)C=C[C@@H](Cc2ccccc2)N1C(C)=O,4%,.,-10%,-7%,-3%,-4%,-6%,8%
O=C(/C=C/c1cccc(Oc2ccccc2)c1)N1CCOCC1,9%,.,1%,-1%,-1%,-5%,-2%,-76%[inhibitor]
CCN(CC)S(=O)(=O)c1ccc(NN=c2c(=O)c3ccccc3c2=O)cc1,-5%,-7%,?,-16%,-5%,-2%,-15%,7%[10 µM]
CCN(CCCNC(=O)c1ccc(Sc2ccc(Cl)cc2)c(NC(C)=O)c1)c1cccc(C)c1,-11%,.,-18%,.,0%,?,?,.
CC(=O)N1CCc2c(sc3c2c(=O)n(-c2ccc(F)cc2)c(=O)n3Cc2ccc(C#N)cc2)C1,-2%,.,-6%,.,3%,-3%,-7%,.
CC1(C)CC(=O)c2cc(NC(=O)c3ccccc3)c(=O)oc2C1,-10%,-4%,-2%,-14%,1%,2%,-3%,7%[10 µM]
CN1CCN(S(=O)(=O)c2ccc(NC(=O)c3ccco3)cc2)CC1,-8%,.,3%,i,-3%,-5%,0%,-7%[0.074 µM]
O=C(/C=C/C=C/c1ccc2c(c1)OCO2)N1CCCCC1,7%[201 µM],-5%,-15%,-3%,-3%[201 µM],1%,-7%,-143%[inhibitor]
CC1CCc2cc(F)ccc2N1C(=O)CSc1nnc(-c2cccs2)n1C (stereo unspecified),3%,2%,?,i,-5%,-11%,-25%,-55%[inhibitor]
CS(=O)(=O)CCNCc1nc(-c2ccc3ncnc(Nc4ccc(OCc5cccc(F)c5)c(Cl)c4)c3c2)cs1,3%&-5%,.,-15%,-22%&-1%,1%&-15%,0%,?,-70%[inhibitor]
CC(=O)NC(=S)Nc1ccccc1C(=O)Nc1ccccc1,-1%,0%,-2%,-3%,-1%,4%,1%,20%[10 µM]
